Rab7 wt GTP bind = dog Rab7 wildtype GTP binding, inhibitors and activators. GTP binding activity (percent of control), % at 10 µM. GST-Rab7 beads, fluorescent GTP binding, flow cytometry; actives lie on both sides; untreated = 100%, excess cold GTP = 0%. 0.055% of 190,000 active;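 active = fluorescent GTP binding to Rab7 beads changed by at least 20 points from the 100% baseline, either direction, mostly lower; inconclusive = compound itself probably fluorescent, or too few beads counted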;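 also: median green fluorescence of bound Bodipy-FL-GTP per Rab7 bead population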
Pf gametocyte = inhibitors of late stage P. falciparum gametocyte viability; inhibition, % at 10.9 µM; P. falciparum stage V gametocytes, ATP luminescence, 24 h; 0.065% of 150,000 active;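 active = inhibition above the mean plus 3 SD of compounds within the control limits, set per campaign, cut at about 38% in these data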;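 also: 0% = DMSO wells and 100% = medium only without gametocytes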
Cdc42 wt = human Cdc42 wildtype GTP binding change, either direction | P60953 | GST-Cdc42 beads, Bodipy-GTP binding, flow cytometry; actives lie on both sides | percent activity (GTP binding), % at 10 µM | 0.2% of 190,000 active;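 active = percent activity GTP binding at least 20 points away from the 100% baseline, either down as inhibitor or up as activator; inconclusive = compound flagged as likely green fluorescent from well-wide comparison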;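 also: median bead fluorescence of bound Bodipy-FL-GTP at 100 nM; 0% = excess unlabeled GTP control and 100% = no compound control; below 100% means less GTP binding so inhibitor and above means activator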
Target sequence (P60953 whole entry, looked up): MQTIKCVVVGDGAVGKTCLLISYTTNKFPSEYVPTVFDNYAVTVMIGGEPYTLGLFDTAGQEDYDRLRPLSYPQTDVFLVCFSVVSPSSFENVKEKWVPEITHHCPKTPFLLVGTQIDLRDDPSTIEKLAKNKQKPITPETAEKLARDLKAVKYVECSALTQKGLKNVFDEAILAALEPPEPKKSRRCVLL
Rab2A wt mod = changes GTP binding to wildtype dog Rab2A, up or down. GTP binding activity, % at 10 µM. P61105. 0.19% of 190,000 active. GST-Rab2 wt beads, Bodipy-GTP binding, flow cytometry. AID 760;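 active = GTP binding activity at least 20 points away from 100%, either lowered or raised; inconclusive = signal likely due to the compound's own green fluorescence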;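 also: 0% = beads with excess unlabeled GTP and 100% = no-compound control corrected for plate trend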
HRas wt GTP bind = changes GTP binding to wildtype human HRas; P01112; GST-Ras wt beads, Bodipy-FL-GTP binding, flow cytometry; actives lie on both sides; GTP binding activity, % at 10 µM; 0.14% of 190,000 active;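 active = GTP binding activity at least 20% away from the 100% baseline, either lowered as inhibitor or raised as activator; inconclusive = flagged as likely green fluorescent, judged across all proteins in the well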;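 also: 0% = unlabeled GTP competition control and 100% = no-compound control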
Target sequence (P01112 whole entry, looked up): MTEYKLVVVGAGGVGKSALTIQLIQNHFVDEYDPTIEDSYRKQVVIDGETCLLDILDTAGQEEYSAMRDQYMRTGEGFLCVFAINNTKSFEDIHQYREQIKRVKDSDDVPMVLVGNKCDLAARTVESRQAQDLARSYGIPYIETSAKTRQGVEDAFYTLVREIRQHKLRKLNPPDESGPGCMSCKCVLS
Rac1 wt GTP bind = modulators of human Rac1 wildtype GTP binding | P63000 | GST-Rac1 beads, fluorescent GTP binding, flow cytometry; actives lie on both sides; 0 = cold GTP competed, 100 = untreated | GTP binding activity (% of control), % at 10 µM | 0.27% of 190,000 active | AID 757;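 active = GTP binding activity at least 20 points away from the 100% control level, either lower or higher; inconclusive = compound flagged as likely green fluorescent, judged across all proteins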
Rac1 act GTP bind = human Rac1 activated mutant GTP binding change | P63000 | GST-Rac1 activated beads, fluorescent GTP binding, flow cytometry; actives lie on both sides; 100% means binding = to untreated wells | percent activity (GTP binding), % at 10 µM | 0.11% of 190,000 active;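 active = GTP binding at least 20 percentage points away from the 100% baseline, in either direction, so actives lie on both sides; inconclusive = Compound likely fluorescent itself, or too few beads counted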
Mcl1-Noxa inh = Mcl-1/Noxa interaction inhibition; Q07820; TR-FRET Mcl-1/Noxa peptide binding, 2 h; inhibition, % at 21.7 µM; 1.5% of 220,000 active; AID 1022;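 active = compounds that cut the protein-peptide binding signal by more than 50% relative to plate controls in a single-dose test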;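 also: His-tagged Mcl-1 with rhodamine Noxa BH3 peptide and terbium anti-His antibody; 0% = Mcl-1 plus Noxa peptide wells and 100% = peptide-only wells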
Target sequence (Q07820 whole entry, looked up): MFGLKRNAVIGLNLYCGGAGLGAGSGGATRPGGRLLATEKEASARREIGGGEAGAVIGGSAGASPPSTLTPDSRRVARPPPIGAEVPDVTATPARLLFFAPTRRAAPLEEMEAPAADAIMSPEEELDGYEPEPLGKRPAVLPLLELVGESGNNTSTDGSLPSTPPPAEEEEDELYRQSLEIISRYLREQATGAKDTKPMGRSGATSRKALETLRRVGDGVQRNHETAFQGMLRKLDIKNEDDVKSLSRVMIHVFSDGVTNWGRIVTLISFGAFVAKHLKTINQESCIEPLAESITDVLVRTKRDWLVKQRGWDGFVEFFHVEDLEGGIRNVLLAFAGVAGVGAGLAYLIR
Avidin bead fluor = compound fluoresces at 488/530 nm on avidin beads; compound fluorescence 488/530 nm, flow cytometry; stronger effect = higher value; fluorescence (KMESF) at 10 µM; 0.38% of 220,000 active; in the data active = fluorescence above about 47; also: inactives centre near 10
Mcl1-Bid inh = disrupts binding of human Mcl-1 to Bid peptide; Q07820; TR-FRET Mcl-1/Bid-Dy647 peptide binding, 1536-well; inhibition, % at 21.7 µM; 0.97% of 220,000 active;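 active = compounds that cut the binding signal by more than half at the single screening dose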;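 also: His-tagged Mcl-1 with europium anti-His antibody binding Bid BH3 peptide; 0% = Mcl-1 plus peptide wells and 100% = peptide-only wells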
Mcl-1 Bim block = human Bim-Mcl-1 interaction inhibition. 0.1% of 190,000 active. Bead-based flow cytometry, Bim peptide-Mcl-1 binding. inhibition, % at 10 µM. AID 1009; in the data active = inhibition above about 40%;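 also: 0% = no compound tracer wells and 100% = peptide blocker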
An asterisk follows results filed as active; ? = inconclusive; . = not tested or not shown.

Values run as follows: Rac1 act GTP bind | Rac1 wt GTP bind | Rab2A wt mod | Pf gametocyte | Avidin bead fluor | Mcl1-Noxa inh | Cdc42 wt | Mcl-1 Bim block | Mcl1-Bid inh | HRas wt GTP bind | Rab7 wt GTP bind
#1 CCOC(=O)C1(Cc2ccc(Cl)cc2)CCN(C(=O)c2cscn2)CC1
    91 | 98 | 91 | . | 13 | 17 | 91 | 0 | -12 | 97 | 96
#2 CCOC(=O)c1cnc2ccc(OCC)cc2c1NCc1ccccc1OC
    101 | 105 | 99 | 15 | 13 | -31 | 95 | -4 | -64 | 100 | 101
#3 COC(=O)c1ccc2c(=O)n(CCN3CCOCC3)c(SCC(=O)NCc3ccccc3)nc2c1
    93 | 103 | 94 | . | 10 | 13 | 97 | -1 | 5 | 98 | 97
#4 COC(c1ccccc1)c1nnc(CCC(=O)NC2CCCCC2)o1 (configuration not stated)
    95 | 102 | 95 | 5 | 13 | 10 | 94 | -4 | -19 | 98 | 101
#5 CC(=O)c1cccc(NC(=O)C(OC(=O)/C=C/c2ccc3c(c2)OCO3)c2ccccc2)c1 (configuration not stated)
    99 | 103 | 102 | -17 | 6 | -12 | 101 | -15 | -10 | 101 | 101
#6 COc1ccc(Oc2ncnc3c2ncn3Cc2ccccc2)cc1
    ? | ? | ? | 21 | 15 | 3 | ? | 0 | -2 | ? | ?
#7 CCc1nnc(NC(=O)C2Cc3ccccc3CN2S(=O)(=O)c2c(C)c(C)cc(C)c2C)s1 (configuration not stated)
    94 | 95 | 94 | . | 8 | 30 | 97 | -1 | 22 | 95 | 91
#8 Cc1ccc(-c2csc3nc[nH]c(=O)c23)cc1
    95 | 95 | 91 | -29 | 10 | -5 | 90 | 0 | -35 | 95 | 101
#9 CN(CCc1ccccn1)C(=O)Nc1ccc(Cl)cc1
    101 | 107 | 103 | . | 39 | 2 | 105 | -1 | -5 | 103 | 102
#10 Cc1cccc(NC(=O)Nc2ccc(C)c(C)c2)n1
    97 | 102 | 101 | . | 5 | 5 | 98 | -2 | -6 | 98 | 102
#11 O=C(CSc1nccn1Cc1ccccc1)NCc1ccccc1
    101 | 106 | 99 | 11 | 7 | 1 | 103 | 3 | -43 | 101 | 99
#12 Cc1cc2nc(N3C(=O)CNC3=S)sc2cc1C
    97 | 99 | 97 | 8 | 11 | -21 | 94 | 2 | -22 | 98 | 103
#13 Cc1ccc(CNS(=O)(=O)c2ccc3c(c2)n(C)c(=O)c(=O)n3C)cc1
    96 | 96 | 96 | 19 | 10 | 6 | 94 | 0 | -20 | 95 | 102
#14 CCOC(=O)N1CCN(C(=O)C2CCN(S(=O)(=O)N3CCCC3)CC2)CC1
    98 | 101 | 101 | . | 7 | -16 | 99 | -1 | -46 | 99 | 101
#15 C=CCNCCOCCSc1ccc(Cl)cc1
    104 | 103 | 103 | . | 7 | 15 | 103 | 1 | 5 | 103 | 104
#16 Cc1ccc(S(=O)(=O)N2CCC(C(=O)NCCc3ccc(S(N)(=O)=O)cc3)CC2)cc1
    93 | 97 | 96 | . | 11 | -7 | 94 | 0 | -20 | 99 | 99
#17 COc1ccc(OCCC(=O)OCC(=O)NCCc2ccccc2)cc1
    94 | 95 | 98 | . | 8 | 13 | 99 | 0 | -33 | 98 | 106
#18 CN(C)S(=O)(=O)n1cnc2ccccc21
    96 | 94 | 95 | . | 11 | 13 | 93 | 1 | 5 | 96 | 94
#19 COc1ccc2c(c1)c(=O)oc1cc(OCC(=O)N3CCc4ccccc4C3)ccc12
    95 | 95 | 93 | 23 | 33 | 58* | 94 | -5 | 53* | 94 | 99
#20 O=C(NCc1cccs1)Nc1cccs1
    103 | 111 | 108 | . | 8 | 0 | 105 | 0 | -31 | 105 | 105
#21 CCOC(=O)c1ccc(N2C(=O)CC(N3CCN(C/C=C/c4ccccc4)CC3)C2=O)cc1 (configuration not stated)
    95 | 101 | 97 | . | 7 | 8 | 102 | -5 | -3 | 93 | 93
#22 CCN1CCN(C(=O)CS(=O)Cc2nc(-c3ccc(OC)cc3)oc2C)CC1 (configuration not stated)
    103 | 104 | 102 | . | 7 | 6 | 103 | -1 | -27 | 99 | 94
#23 C=CCOc1ccc(CNn2cn[nH]c2=S)cc1OC
    100 | 105 | 102 | 19 | 5 | 0 | 102 | -4 | -21 | 100 | 102

Laid out differently: entries from further up.
entry	SMILES	Rac1 act GTP bind	Rac1 wt GTP bind	Rab2A wt mod	Pf gametocyte	Avidin bead fluor	Mcl1-Noxa inh	Cdc42 wt	Mcl-1 Bim block	Mcl1-Bid inh	HRas wt GTP bind	Rab7 wt GTP bind
14	CCOC(=O)N1CCN(C(=O)C2CCN(S(=O)(=O)N3CCCC3)CC2)CC1	98	101	101	.	7	-16	99	-1	-46	99	101
15	C=CCNCCOCCSc1ccc(Cl)cc1	104	103	103	.	7	15	103	1	5	103	104
16	Cc1ccc(S(=O)(=O)N2CCC(C(=O)NCCc3ccc(S(N)(=O)=O)cc3)CC2)cc1	93	97	96	.	11	-7	94	0	-20	99	99
17	COc1ccc(OCCC(=O)OCC(=O)NCCc2ccccc2)cc1	94	95	98	.	8	13	99	0	-33	98	106
18	CN(C)S(=O)(=O)n1cnc2ccccc21	96	94	95	.	11	13	93	1	5	96	94
19	COc1ccc2c(c1)c(=O)oc1cc(OCC(=O)N3CCc4ccccc4C3)ccc12	95	95	93	23	33	58*	94	-5	53*	94	99
20	O=C(NCc1cccs1)Nc1cccs1	103	111	108	.	8	0	105	0	-31	105	105
21	CCOC(=O)c1ccc(N2C(=O)CC(N3CCN(C/C=C/c4ccccc4)CC3)C2=O)cc1 (configuration not stated)	95	101	97	.	7	8	102	-5	-3	93	93
22	CCN1CCN(C(=O)CS(=O)Cc2nc(-c3ccc(OC)cc3)oc2C)CC1 (configuration not stated)	103	104	102	.	7	6	103	-1	-27	99	94
23	C=CCOc1ccc(CNn2cn[nH]c2=S)cc1OC	100	105	102	19	5	0	102	-4	-21	100	102

Source: PubChem BioAssay
